# Screening data from PubChem BioAssay.
# APEX1 inh – APE1 (human) endonuclease inhibition. recombinant APE1, TAMRA/BHQ-2 abasic DNA cleavage fluorescence. Potency, µM (doses to about 65.8 µM), inactives show top-dose activity change, negative = inhibition, hits mostly inhibitors. actives 0.35% (n = 350,000). AID 2517;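 further: potency means the concentration at half of the fitted maximal effect; plate controls were vehicle for no effect and reference inhibitor for full effect; nearly all actives have a fitted effect of over 55% in size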
#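 APE1 at 0.75 nM preincubated 15 min at room temperature with compound. Reaction then started with 50 nM double-stranded THF-abasic substrate labelled with TAMRA/BHQ-2, and 525/598 nm fluorescence read kinetically. Activity taken as third-minus-first read difference, normalized to DMSO and NSC13755 controls.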
# Anesthetic bind – candidate novel general anesthetic via apoferritin binding. actives 0.074% (n = 350,000). Potency, µM (top dose mostly 77.5 µM), without a hit: top-dose activity change, negative = displacement, usual class: inhibitors. P02791. apoferritin/1-aminoanthracene competitive binding, fluorescence; further: potency means the concentration at half of the fitted maximal effect; on the % scale 0 is the no-effect control and ±100 the full control effect; nearly all actives have a fitted effect of over 20% in size
#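 10 uM apoferritin + 50% sat. 1-AMA, PBS; cpd 10 min RT; Ex380/Em535 endpoint; normalized to free probe vs complex; 4-param Hill fit; propofol titration as pos. ctrl.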
# Pol beta inh – inhibitors of human DNA polymerase beta; P06746; Pol beta primer extension/strand displacement, fluorescence kinetic; Potency, µM (series often up to 114 µM), for inactives: top-dose activity change, negative = inhibition, most hits filed as inhibitors; actives 1.3% (n = 340,000); AID 485314; further: potency means the concentration at half of the fitted maximal effect; on the % scale 0 is the no-effect control and ±100 the full control effect
#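 Values derive from four-parameter Hill fits of normalized kinetic data: reads at 0 and 10 min following addition of 50 nM substrate to 10 nM Pol beta preincubated 15 min with compound.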
# Glioma ERSR ind – induces the endoplasmic reticulum stress response in human glioma cells. U87-MG GRP78 promoter luciferase reporter, 16 h. Potency, µM, for the others: at the top dose activation, most hits filed as activators. actives 0.02% (n = 420,000); further: potency means the concentration at half of the fitted maximal effect; series mostly up to about 76 µM; % of control where 0% means no effect; nearly all actives have a fitted effect of over 35% in size
#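 Stably transfected U87-MG human glioma cells carrying a GRP78-based luminescent sensor were seeded at 1000 cells/well, pin-dosed with compounds and incubated 16 h. Luciferase reagent was then added, and end-point luminescence was read after 10 min at room temperature.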
# BLM inh – blocks DNA unwinding by human BLM helicase; P54132; recombinant BLM DNA unwinding, fluorescence dequenching; Potency, µM (doses to about 56.1 µM), inactives show at the top dose activity change, negative = inhibition, hits mostly inhibitors; actives 0.2% (n = 350,000); AID 2528;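 further: potency means the concentration at half of the fitted maximal effect; plate controls were vehicle for no effect and no enzyme for full effect; nearly all actives have a fitted effect of over 35% in size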
# Target sequence (P54132 whole entry, looked up): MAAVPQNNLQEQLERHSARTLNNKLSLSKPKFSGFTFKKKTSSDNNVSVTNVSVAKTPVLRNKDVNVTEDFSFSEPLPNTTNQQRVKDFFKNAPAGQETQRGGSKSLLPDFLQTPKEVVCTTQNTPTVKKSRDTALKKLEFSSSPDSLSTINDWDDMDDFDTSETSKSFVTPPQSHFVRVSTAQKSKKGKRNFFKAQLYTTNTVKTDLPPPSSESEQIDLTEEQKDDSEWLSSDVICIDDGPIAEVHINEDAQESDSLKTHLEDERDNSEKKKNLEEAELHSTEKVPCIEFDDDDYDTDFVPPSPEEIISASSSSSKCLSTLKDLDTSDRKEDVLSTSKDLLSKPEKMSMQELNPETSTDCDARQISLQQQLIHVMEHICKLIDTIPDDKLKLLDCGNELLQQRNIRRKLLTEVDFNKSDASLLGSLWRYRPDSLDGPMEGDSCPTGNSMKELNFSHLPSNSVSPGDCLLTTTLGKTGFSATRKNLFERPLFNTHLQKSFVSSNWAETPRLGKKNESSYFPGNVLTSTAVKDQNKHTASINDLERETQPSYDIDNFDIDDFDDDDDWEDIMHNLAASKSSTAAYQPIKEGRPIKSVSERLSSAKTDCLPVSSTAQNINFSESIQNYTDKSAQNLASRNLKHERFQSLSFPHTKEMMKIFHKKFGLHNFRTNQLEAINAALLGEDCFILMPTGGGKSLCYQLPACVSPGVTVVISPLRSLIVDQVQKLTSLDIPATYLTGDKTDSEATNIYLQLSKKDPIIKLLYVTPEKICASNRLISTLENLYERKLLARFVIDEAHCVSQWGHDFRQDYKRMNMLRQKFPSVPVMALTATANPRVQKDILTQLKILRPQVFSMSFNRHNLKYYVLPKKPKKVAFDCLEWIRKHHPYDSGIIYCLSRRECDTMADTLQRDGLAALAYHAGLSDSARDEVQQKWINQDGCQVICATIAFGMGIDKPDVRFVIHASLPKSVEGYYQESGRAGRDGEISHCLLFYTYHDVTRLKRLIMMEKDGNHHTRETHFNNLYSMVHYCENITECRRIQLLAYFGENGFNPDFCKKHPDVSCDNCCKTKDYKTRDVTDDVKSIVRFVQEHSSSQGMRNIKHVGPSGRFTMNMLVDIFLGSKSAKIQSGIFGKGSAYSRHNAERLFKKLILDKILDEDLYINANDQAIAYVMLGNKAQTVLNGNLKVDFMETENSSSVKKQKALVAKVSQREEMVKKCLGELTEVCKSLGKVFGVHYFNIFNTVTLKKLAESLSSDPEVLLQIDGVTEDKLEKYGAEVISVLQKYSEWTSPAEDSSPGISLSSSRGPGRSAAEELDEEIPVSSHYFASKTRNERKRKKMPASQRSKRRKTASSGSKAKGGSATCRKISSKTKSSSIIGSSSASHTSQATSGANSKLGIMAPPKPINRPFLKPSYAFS
# POLK inh – DNA polymerase kappa (human) inhibition | Q9UBT6 | purified Pol kappa, fluorescent DNA synthesis assay, 10 min | Potency, µM (doses to about 107 µM), without a hit: at the top dose activity, negative = inhibition, actives largely listed as inhibitors | actives 0.53% (n = 400,000) | AID 588579; further: potency means the concentration at half of the fitted maximal effect; on the % scale 0 is the no-effect control and ±100 the full control effect
#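 Kinetic fluorescence readout at 0 and 10 min followed reaction start with substrate at 50 nM final. Beforehand, enzyme (10 nM Pol kappa) stood 15 min with compound at room temperature; buffer-only wells were negative controls.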
# Pol eta inh – DNA polymerase eta (human) inhibition | Q9Y253 | recombinant Pol eta, fluorescent DNA replication assay | Potency, µM (series often up to 114 µM), for inactives: at the highest dose activity change, negative = inhibition, hits mostly inhibitors | actives 1.2% (n = 390,000) | AID 588591; further: potency means the concentration at half of the fitted maximal effect; on the % scale 0 is the no-effect control and ±100 the full control effect
#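 Pol eta (10 nM) was preincubated with compounds for 15 min at room temperature, after which fluorescent replication substrate (50 nM final) was added to start the reaction. Fluorescence was read kinetically at 0 and 10 min.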
# Pol iota inh – blocks human DNA polymerase iota activity; Q9UNA4; Pol iota fluorescent replication assay, 10 min; Potency, µM (series often up to 115 µM), for inactives: top-dose activity, negative = inhibition, actives largely listed as inhibitors; actives 1% (n = 390,000); AID 588590; further: potency means the concentration at half of the fitted maximal effect
#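 Pol iota at 10 nM preincubated 15 min with compounds at room temperature; reaction started with fluorescent substrate, 50 nM final. Fluorescence read kinetically at 0 and 10 min; buffer-only wells as negative control.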
# LDHA block – blocks human lactate dehydrogenase A; P00338; purified LDHA, NADH/diaphorase-resazurin fluorescence; active compounds read low; actives 0.15% (n = 480,000); activity change, % (values are at about 110 or 230 µM); in the data active means activity change below about -30%; inconclusive means mostly about -25% to -30%;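 further: plate controls were DMSO wells for no effect and wells without enzyme for full effect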
#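 LDH5 2 nM; NADH 0.06 mM, pyruvate 0.2 mM; 200 mM Tris pH 7.4, EDTA, Tween-20; 5 min RT. Detection: diaphorase 0.133 mg/mL + resazurin 37 µM, fluorescence ex540/em590 at 0 and 20 min; normalized to enzyme-free and DMSO wells.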
# * hit, by the source's call; u = inconclusive; x = not tested or not shown; & = joins results of further samples; [ ] = remark or other dose. Unless noted, the call rests on the fitted dose curve; in most records, active means well fitted curve in the direction sought with a large enough effect; inconclusive means small, poorly fitted or top-dose-only effect, or another doubt; inactive means no such curve, though single readings can be large; an effect the other way counts as inactive or inconclusive.
structure | APEX1 inh | Anesthetic bind | Pol beta inh | Glioma ERSR ind | BLM inh | POLK inh | Pol eta inh | Pol iota inh | LDHA block
O=C(Nc1nncs1)c1ccc(F)c(S(=O)(=O)N2CCCCC2)c1 | 19% | -4% | -10% | -8% | 0% | 0% | -8% | 47%[activator] | 0
CCN(CC(=O)NCc1ccc(Cl)cc1)C(=O)c1ccc2cc(OC)ccc2c1 | 26% | -10% | -3% | -2% | 0% | -4% | -14% | 0% | -1
CCN(CC)S(=O)(=O)c1cccc(NC(=O)COC(=O)CCC(=O)c2ccc(F)cc2)c1 | u | -23% | -1% | 1% | -4% | -17% | -16% | 4% | -4
O=C(Nc1cccnc1)C1(c2ccccc2)CCCC1 | 0% | 2% | -17% | -3% | -1% | 2% | -14% | 68%[activator] | -3
COCCN(C(=O)C(C)N1C(=O)c2ccccc2C1=O)c1c(N)n(CC(C)C)c(=O)[nH]c1=O (stereo unspecified) | x | x | x | -6% | x | 1% | -13% | -1% | -2
Cc1ccccc1CNC(=O)c1ccc2ccccc2n1 | 33% | -11% | -2% | 4% | -5% | 5% | -8% | 24% | -1
CCOC(=O)C1=C(C)Nc2ccccc2N=C1NC(=O)Cc1ccc(OC)cc1 | 4% | -11% | 13% | -4% | 0% | 5% | -14% | 20% | -5
COc1ccc(-c2[nH]c(-c3ccc(C(=O)O)cc3)nc2-c2ccccc2)cc1 | -4% | 280%[activator] | 1% | -3% | -2% | -1% | -8% | -9% | -3
Cc1ccc(CNc2ccc3c(c2)nc(C)n3C)cc1 | 51%[activator] | u | 8% | -8% | -4% | -6% | -14% | 9% | 4
COCCn1c(=O)c(-c2ccc(Cl)cc2)nc2cnc(Oc3cccc(Cl)c3)nc21 | -1% | x | x | -2% | 0% | -6%[60.1 µM] | x | x | x
O=C(Nc1c2c(nn1-c1ccc([N+](=O)[O-])cc1)CS(=O)(=O)C2)C1CC1 | -2% | 0% | 17% | -4% | -1% | -13% | -19% | 35%[activator] | -7
COc1ccccc1/C=C/C1NC(=O)NC(C)=C1C(=O)OC(C)C (stereo unspecified) | 2% | -10% | 4% | -4% | -1% | -2% | -12% | 166%[activator] | -1
CC(C)CN1CCC(=O)N(C(CSc2ccc(Br)cc2)c2ccccc2)CC1 (stereo unspecified) | -4% | 25% | x | -4% | -9% | 5% | x | 2% | x
Cc1nc2cnc(Nc3ccccc3)nc2n(C)c1=O | 0% | x | x | 0% | -1% | -2%[60.1 µM] | x | x | x
COc1ccc(NC(=S)NCCN2CCOCC2)cc1 | 1% | -1% | -26% | -1% | -2% | -4% | 4% | 5% | 2
CCSc1nc2ccc(C)cc2cc1C#N | 3% | -9% | -1% | -2% | 0% | -3% | -6% | 143%[activator] | -7
COc1cccc(CN(C)C(=O)c2sccc2-c2ccccc2)c1OC | 11% | -3% | 21% | -6% | -8% | -1% | -8% | 12% | -2
CN(C)C(=O)c1ccccc1-c1ccccc1 | 3% | 1% | 2% | -2% | -2% | -1% | -7% | 15% | -5
CC(C)NC(=O)C1(c2ccccc2)CC1(Cl)Cl (stereo unspecified) | 0% | -2% | 9% | -1% | 1% | -7%[60.1 µM] | -16% | 23% | 0
CCOc1cc(C2CC(=O)NC3=C2C(=O)C(C(=O)OC)C(C)C3)cc(Br)c1O (stereo unspecified) | -3% | -16% | -1% | 3% | -2% | 5% | -15% | -9% | -1

# (next part)
structure | APEX1 inh | Anesthetic bind | Pol beta inh | Glioma ERSR ind | BLM inh | POLK inh | Pol eta inh | Pol iota inh | LDHA block
CCOc1ccccc1Nc1nc(N)nc(CN2CCCCC2C)n1 (stereo unspecified) | 8% | -4% | -7% | -3% | 1% | -5% | -5% | -24% | -9
CCCCCCCCCCCCN1[C@@H](CC(=O)OC)c2cc(C(F)(F)F)ccc2S1(=O)=O | x | x | x | 1%&-2% | x | 3%&17% | -4% | 4%&39% | -3
COc1cccc(CNC(=O)C2CCCN(c3nn4c(=O)cc(C)nc4s3)C2)c1 (stereo unspecified) | 14% | -6% | 15% | -2% | 0% | -5% | -7% | 5% | -5
COC(=O)[C@@H]1C[C@H]2CC[C@H](O)C[C@H]2N1Cc1ccc(N2CCN(C)CC2)cc1 | -9%&-1% | 2%&-10% | -11% | -3% | -1%&-1% | 0% | -2% | u | -10
C=CCN1CCN(C(c2ccccc2)c2nnnn2CCC(C)C)CC1 (stereo unspecified) | 3% | -15% | 3% | 5% | 2% | -13% | 2% | u | 0
Cc1ccc(-c2c(C)cc3oc(=O)cc(-c4ccccc4)c3c2C)cc1 | -12%&0% | -14%[110 µM] | x | -1%&-4% | -10%[75.6 µM] | -18%&-17% | -20% | 19% | -3
Cc1ccc(NC(=O)Cc2nc(CN(C)CC(=O)Nc3ccc(C)cc3)cs2)cc1 | -3% | x | x | -2% | x | 1% | -25% | 22% | 2
Cc1cc(/C=N/NC(=O)c2c(Br)cnn2C)c(C)n1-c1cccc(Br)c1 | 0% | u | 0% | -3% | -7% | -8% | -10% | 25% | -4
O=c1[nH]c(=O)c2nc3ccccc3nc2[nH]1 | 0%&39%&3% | x | 6%[57.1 µM] | -3%&-4%&-5% | x | 3%[60.1 µM] | -5%[57.1 µM] | 3%[58.9 µM] | -3
CC(C)n1nc(C(=O)N2CCN(S(=O)(=O)c3cccs3)CC2)c2ccccc2c1=O | -2% | -1% | -23% | x | -1% | x | x | x | x
CCOC(=O)c1ccc(NC(=O)CN2C(=O)c3cccnc3Oc3ccc(Cl)cc32)cc1 | x | -15% | 19% | -2% | -21% | -21% | -13% | 1% | -1
Cc1cccc(NC(=O)CN2C(=O)N/C(=C/c3cc(C)n(-c4ccncc4)c3C)C2=O)c1 | 0% | -6% | -2% | -4% | -10% | -25% | u | u | -10
COc1cccc(CN(CC2CCCO2)S(=O)(=O)c2ccc(S(=O)(=O)N(C)C)cc2)c1 (stereo unspecified) | 5% | -15% | u | -1% | -12% | -15% | -5% | -3%[58.9 µM] | -3
O=C(Nc1c(-c2ccc(F)cc2)nc2ccccn12)c1ccccc1F | x | 7% | -15% | -3% | 1% | -8% | -5% | -15% | -9
COc1ccc(OC2C=CC(C#Cc3ccc(Br)cc3)OC2CO)c(C(C)(C)C)c1 (stereo unspecified) | u | u | x | 8% | -9%[12.4 µM] | x | x | x | x
O=C1O/C(=C/Br)CCC1c1cccc2ccccc12 (stereo unspecified) | -5% | x | 0%[57.1 µM] | -14% | x | -9%[60.1 µM] | u | -7%[58.9 µM] | x
O=C(CSc1nnc(CN2CCOCC2)n1-c1ccc(Cl)cc1)Nc1cc(Cl)ccc1O | 2% | -21% | 17% | -5% | -4% | -14% | -16% | -9% | 2
Cc1ccc2oc(C(=O)Nc3nnc(C)s3)c(C)c2c1 | 1% | -4% | 2% | -2% | -4% | -6% | 8% | 15% | -7
Cc1nnc(SCC(=O)Nc2ccc(Cl)cn2)s1 | 0% | 22% | 3% | -3% | 1% | -13% | -2% | 13% | -1
O=C(CN1CCCC1)Nc1ccc(Br)cc1 | -1% | 0% | 3% | -1% | 19% | -2% | -20% | 22% | -16

# (more compounds)
structure | APEX1 inh | Anesthetic bind | Pol beta inh | Glioma ERSR ind | BLM inh | POLK inh | Pol eta inh | Pol iota inh | LDHA block
CCN1C(=O)c2cccc3cccc1c23 | 1% | 49%[activator] | -21% | 0% | 0% | -3% | -8% | 16% | 6
CC(C)CNS(=O)(=O)c1ccc(CCC(=O)NC2CCCCC2)cc1 | x | x | x | -6% | x | 3% | u | 78%[activator] | -16
Cc1ccc(NC(=O)C(c2ccc(Cl)cc2Cl)N2CCCC2)cc1 (stereo unspecified) | -6% | -13% | 5% | -5% | -3% | -4% | -11% | 1% | 2
Cc1cc(C)cc(NC(=O)CSc2cc(C)[nH]c(=O)n2)c1 | x | -6% | 16% | -4% | -4% | -6%[60.1 µM] | 1% | 14% | -2
CCn1cc(C(=O)NCCOC)c(=O)c2cc(S(=O)(=O)N3CCOCC3)ccc21 | x | 7% | 23% | -2% | 0% | 8% | -5% | 12% | -5
S=C1NC(c2ccccc2)=CC(c2ccccc2)N1 (stereo unspecified) | 19% | -9% | 10% | 1% | -8% | -7% | -2% | -8% | -5
CCOC(=O)c1cnc2c(ccc3ccccc32)c1Nc1ccc(C(C)=O)cc1 | x | -7% | 1% | 3% | -7% | -20% | -7% | 6% | -7
Cc1ccc(/C(O)=C2/C(=O)C(=O)N(CCN3CCOCC3)C2c2cccs2)cc1 (stereo unspecified) | 0% | -13% | 11% | 6% | -5% | -1% | -15% | 7% | 3
CCOC(=O)N1CCC(N2Cc3cccc(C(=O)Nc4ccccc4OC)c3C2=O)CC1 | 47% | -11% | -3% | -7% | -6% | 2% | 10% | 17% | -2
Cc1ccc(C)c(NC(=O)C2CC(Cl)=CCC2C(=O)O)c1 (stereo unspecified) | -2% | -8% | -23% | -2% | -1% | -14% | -6% | 3% | 0
Cc1cc(NC(=O)CSc2nnc(-c3ccc(O)cc3)o2)no1 | -4% | -1% | -8% | -3% | -4% | 3% | -18% | 53%[activator] | -8
O=C(N/N=C/c1cccc([N+](=O)[O-])c1)c1cc2ccccc2o1 | 0% | 2% | u | 4% | -12% | -8% | 1% | 62%[activator] | -11
O=C(CN1CCC(n2cnc3cc(F)ccc32)CC1)Nc1ccccc1Br | 1% | -24% | -16% | -5% | -6% | -4% | -3% | 6% | -13
COc1ccc(Cl)cc1NC(=O)c1cccc(NC(=O)CCC(=O)O)c1 | 4% | -1% | 0% | -2% | -2% | 0% | -8% | 15% | 25
COc1ccc(C(CNC(=O)CCC(=O)c2ccc(C)s2)N2CCOCC2)cc1 (stereo unspecified) | -9% | x | x | -4% | x | -4% | -16% | 32% | -4
CCn1c(=O)n(CC(=O)N2CC(C)CC(C)C2)c(=O)c2ccccc21 (stereo unspecified) | 11% | u | 83% | -4% | -3% | -4% | -13% | 12%[58.9 µM] | -4
COc1cc(-c2cc(C(=O)Nc3ccc(O)cc3)c3ccccc3n2)cc(OC)c1OC | -7% | 4% | u | 1% | -14% | 0% | -15% | 21% | -2

# These rows are one share of the data; the hit share may differ from the screen's.
